Bioassay records: PubChem BioAssay, several laboratories
iPSC survival up: hiPSC single-cell survival enhancement; ATPlite luminescence; 100% = ROCK inhibitor wells, 0% = DMSO; survival enhancement, % at 20 µM; actives 0.044% (n = 360,000); AID 602274; in the data active = survival enhancement above about 18%;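 also: cells exposed to compounds for 16 hours before the ATP read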
aDG glyco act: increases alpha dystroglycan glycosylation | actives 0.22% (n = 360,000) | Pro5-aDG cells, alpha-DG glycosylation AlphaScreen (IIH6); 0% Pro5, 100% B10-LARGE cell signal | activation, % at 10 µM;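 active = activation of at least 8% versus controls, or a plate z-score of at least 8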;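 also: Pro5 are CHO cells carrying HIG-tagged alpha-DG that lacks glycosylation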
Glyco luc inh: N-linked glycosylation inhibition | reporter increase, % at 12.5 µM | D54 ERlucT glycosylation luciferase reporter, 24 h; percent of 100 nM tunicamycin response | actives 0.23% (n = 360,000) | AID 588692;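 active = mean luciferase reporter signal, scaled so untreated is 0 and the glycosylation-blocking control 100, at or above a set limit in every replicate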;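 also: luciferase carries N-glycosylation sites so blocking glycosylation raises the light; 0% = median of neutral control wells and 100% = median of 100 nM tunicamycin wells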
Cardio protect: protects H9c2 cardiomyocytes from peroxide injury | H2O2 injury protection, ATPLite, 2 h | protection from H2O2 cell death, % at 20 µM | actives 0.63% (n = 360,000) | AID 588492;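 active = compounds giving at least 50% protection of heart cells from peroxide-induced death in the single-dose screen, raw or plate-pattern-corrected value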;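 also: 0% = DMSO wells with peroxide and 100% = DMSO wells without peroxide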
MC4R ag barr: activates human MC4R beta-arrestin recruitment; P32245; U2OS MC4R beta-arrestin complementation, luminescence; percent of melanotan II response, DMSO zero; activation, % at 8.9 µM; AID 540308; actives 0.98% (n = 360,000);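 active = activation above a per-plate cutoff, the mean activation of sample wells on that plate plus 3 SD, cut at about 8% in these data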
ABCB6 inh MLPCN: human ABCB6 transporter inhibition | Q9NP58 | K562-ABCB6 porphyrin accumulation, flow cytometry, 1 h; active compounds read low | fluorescence ratio to DMSO, % at 10 µM | actives 0.19% (n = 360,000) | AID 602162;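 active = fluorescence ratio to DMSO below 75%, the collection mean minus 3 SD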;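 also: signal is porphyrin accumulated inside mitochondria; 100% equals median channel fluorescence of DMSO control wells; lower ratio means ABCB6 inhibition with less porphyrin fluorescence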
Target sequence (Q9NP58 whole entry, looked up): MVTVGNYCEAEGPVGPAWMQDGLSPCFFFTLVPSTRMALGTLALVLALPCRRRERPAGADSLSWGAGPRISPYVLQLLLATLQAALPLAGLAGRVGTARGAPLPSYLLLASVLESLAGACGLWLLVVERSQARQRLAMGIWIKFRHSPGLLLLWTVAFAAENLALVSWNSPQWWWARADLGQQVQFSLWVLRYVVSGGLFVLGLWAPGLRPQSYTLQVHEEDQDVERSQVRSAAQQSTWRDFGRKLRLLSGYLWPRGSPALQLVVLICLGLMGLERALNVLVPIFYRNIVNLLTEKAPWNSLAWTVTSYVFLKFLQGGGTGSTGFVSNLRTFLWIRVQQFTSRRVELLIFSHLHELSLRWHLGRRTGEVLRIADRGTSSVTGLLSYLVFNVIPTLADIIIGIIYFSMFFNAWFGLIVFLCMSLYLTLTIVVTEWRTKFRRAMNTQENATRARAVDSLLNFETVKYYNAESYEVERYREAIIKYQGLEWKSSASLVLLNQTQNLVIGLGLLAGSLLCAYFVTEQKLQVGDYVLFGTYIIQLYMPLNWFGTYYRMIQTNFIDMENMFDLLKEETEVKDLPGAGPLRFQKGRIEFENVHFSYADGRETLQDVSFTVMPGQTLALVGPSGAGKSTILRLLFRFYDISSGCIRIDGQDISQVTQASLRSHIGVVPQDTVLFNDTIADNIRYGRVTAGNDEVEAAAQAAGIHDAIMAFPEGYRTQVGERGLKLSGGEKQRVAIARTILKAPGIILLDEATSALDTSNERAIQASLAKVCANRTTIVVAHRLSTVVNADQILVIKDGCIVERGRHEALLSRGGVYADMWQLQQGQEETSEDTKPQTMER
MC4R antag cAMP: blocks human MC4R cAMP signaling; AID 540295; inhibition, % at 6.5 µM; MC4R-expressing cells, MTII-stimulated cAMP, LANCE TR-FRET; actives 0.48% (n = 360,000);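 active = inhibition above its plate's cutoff, the mean of tested wells on that plate plus 3 SD, cut at about 29% in these data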;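 also: 0% = Melanotan II alone and 100% = Melanotan II plus saturating MCL0020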
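Material – human MC4R-expressing U2OS cells · Repeats – no replicates · Detection – TR-FRET with Eu-cAMP and labeled anti-cAMP, 671 nm · Times – compound 30 min, challenge 1 h, detection 1 h · Compound – single nominal compound dose of 6.5 µM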
Exocytosis inh: blocks lytic granule exocytosis; TALL-104 LAMP-1 surface exposure, flow cytometry; cells stimulated with thapsigargin and PMA; inhibition, % at 10 µM; actives 0.66% (n = 360,000);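 active = inhibition above about 55%, limit read from the data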
ABHD5 PLIN5 PPI: blocks binding of human ABHD5 to perilipin-5 | actives 0.78% (n = 360,000) | AID 602281 | inhibition, % at 4 µM | Split G. princeps luciferase complementation, luminescence, 4 h;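 active = inhibition above the mean inhibition across every tested compound plus 3 SD, cut at about 22% in these data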;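 also: 0% = DMSO only wells and the 100% control is not disclosed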
m5-HT2A agonist: agonists of mouse serotonin 5-HT2A receptor (HTR2A) | CHO-K1 mHTR2A beta-arrestin complementation, luminescence; percent of 30 µM serotonin response | activation, % at 7.6 µM | P35363 | actives 0.66% (n = 360,000);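 active = activation above a run cutoff, the mean activation of all tested compounds plus 3 SD, cut at about 14% in these data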;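 also: 0% = plate median of compound wells and 100% = 30 µM serotonin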
* marks the source's active call; other numbers are inactive results; . = not tested or not shown.

SMILES	iPSC survival up	aDG glyco act	Glyco luc inh	Cardio protect	MC4R ag barr	ABCB6 inh MLPCN	MC4R antag cAMP	Exocytosis inh	ABHD5 PLIN5 PPI	m5-HT2A agonist
Cc1cc(C(C)(C)C)oc1C(=O)N(CC(=O)NC1CCCC1)c1ccc(F)cc1	-0.8	0.7	-4	-1	2.5	98	8	1	-1	-6
O=C(NC1CCCCC1)c1ccc(COc2ccccc2)o1	1.5	0.1	0	-3	-3.2	94	1	-1	-9	-6
C=CCn1c(=O)/c(=C/c2cc(OC)c(OC)c(OC)c2)s/c1=C(/C#N)c1nc2ccccc2n1C	2.4	-0.5	-2	21	1.6	105	7	-2	0	1
CCOc1ccc(C(CC(=O)O)NC(=O)c2cccs2)cc1 (stereo not drawn)	1.1	-0.1	1	3	0.3	104	-1	-6	-2	1
O=C(COc1ccc(-c2nnc(N3CCCCC3)c3ccccc23)cc1)N1CCCCC1	0.3	0.9	-3	-7	5.6	92	2	-1	16	-1
CCc1ccccc1NC(=O)CN1CCN(CC(=O)NCc2ccc(Cl)cc2)CC1	-0.3	0.0	-3	2	-0.9	99	6	-4	6	-6
Cc1cc([N+](=O)[O-])nn1CC(=O)Nc1cccc2nonc12	1.3	-0.6	-1	-5	-1.2	100	3	0	0	7
COCC(C)n1c(C)cc(C(=O)COC(=O)CN=C2NS(=O)(=O)c3ccccc32)c1C (stereo not drawn)	-2.4	0.6	-2	2	-0.2	97	4	-5	0	0
O=C(CCNS(=O)(=O)c1ccccc1)OCC(=O)c1ccc(Cl)cc1	-0.6	-0.1	1	-5	-1.0	104	3	4	17	-4
COc1ccc([C@@H]2CC=C(C(=O)O)[C@H](c3ccc(C)cc3)N2S(=O)(=O)c2ccc(C)cc2)cc1OC	2.0	0.0	1	6	-2.2	102	-1	-10	6	10
O=C(CSc1nnc(CNc2ccc(F)cc2)n1CC1CCCO1)Nc1ccccc1 (stereo not drawn)	-1.0	1.0	0	-4	-2.7	97	7	1	-4	-4
COCCn1c(SCC#N)nnc1-c1ccc([N+](=O)[O-])cc1	-0.6	0.0	1	7	0.8	91	1	-5	-6	-5
CC(C)c1ccccc1NC(=S)NC1CCN(Cc2ccccc2)CC1	-2.3	0.9	-4	-2	0.8	95	14	3	4	-7
O=C(O)CCSc1nnc(SCC(=O)NC2CCS(=O)(=O)C2)s1 (stereo not drawn)	1.4	0.1	0	4	-2.3	98	6	-27	7	5
COC(=O)c1c(NC(=O)/C=C/C(=O)O)sc(C)c1-c1ccc(C)cc1	-2.5	0.1	0	5	-1.5	93	6	0	12	1
C[C@H](CO)N1C[C@H](C)[C@@H](CN(C)S(=O)(=O)c2ccc(F)cc2)Oc2c(NC(=O)Nc3ccc(C(F)(F)F)cc3)cccc2C1=O	2.2	0.7	-2	1	0.8	95	17	-1	9	1
COc1ccc(S(=O)(=O)c2ccc(OCC3CO3)cc2)cc1 (stereo not drawn)	-0.5	0.5	-2	-7	0.4	97	-1	-1	3	1
COc1ccc(/C=N/N2CCN(C)CC2)cc1OC	5.2	-0.1	0	3	0.4	101	3	3	1	-3
Cc1cc(=O)n2[nH]c(N)c(N=Nc3ccccc3)c2n1	-0.8	-0.4	3	9	-3.1	99	-21	-4	-5	1
Cc1onc(-c2ccccc2)c1C(=O)N/N=C(\N)COc1ccc(Cl)cc1	-0.8	-0.3	0	13	-1.4	101	10	0	6	5

Brought forward from above: two compounds; new compounds follow.
SMILES	iPSC survival up	aDG glyco act	Glyco luc inh	Cardio protect	MC4R ag barr	ABCB6 inh MLPCN	MC4R antag cAMP	Exocytosis inh	ABHD5 PLIN5 PPI	m5-HT2A agonist
Cc1cc(=O)n2[nH]c(N)c(N=Nc3ccccc3)c2n1	-0.8	-0.4	3	9	-3.1	99	-21	-4	-5	1
Cc1onc(-c2ccccc2)c1C(=O)N/N=C(\N)COc1ccc(Cl)cc1	-0.8	-0.3	0	13	-1.4	101	10	0	6	5
S=C(NCc1ccccc1)N/N=C/c1cccs1	-0.2	-0.1	-1	-1	-0.6	80	-6	28	-1	2
C[C@H]1CNC(=O)C(=O)N1C[C@H](Cc1ccc(O)cc1)NC(=O)CC12CC3CC(CC(C3)C1)C2	-0.7	-0.1	-1	5	0.1	97	4	-3	3	-6
CC(=O)N1CCN(c2ccc(C(N)=O)cc2[N+](=O)[O-])CC1	-0.7	-0.1	1	-3	-0.2	88	17	0	2	5
COC(=O)c1c(NC(=O)Cc2ccccc2)sc(C)c1C	-1.0	0.1	1	-8	-0.3	91	5	-5	-3	6
COC(=O)c1cccc(COC(=O)c2ccccc2NC(=O)c2ccco2)c1	2.6	0.3	-2	-4	-0.5	97	-1	0	-6	-2
CC(C)CNC(=O)c1ccc2c(c1)C(=O)N(Cc1ccco1)C2=O	-0.7	0.0	2	6	0.7	94	10	8	1	1
Cc1ccc(/C=[N+](\[O-])c2ccc(N(C)C)cc2)c2nsnc12	-4.8	-0.7	-11	-14	-3.2	115	-24	14	-21	-7
CCCCCCCCNCCS(=O)(=O)NN1CCOCC1	2.0	0.2	0	-3	2.3	93	1	-2	-22	-1
COCCCC1CCN(C(=O)C2CCC(=O)N(C3CCCC3)C2)CC1 (stereo not drawn)	0.5	0.0	-1	4	0.2	94	1	2	0	8
CCN(CC)S(=O)(=O)c1ccc(N2CCOCC2)c(NC(=O)C2COc3ccccc3O2)c1 (stereo not drawn)	-0.4	-0.1	-4	14	-1.5	97	7	5	-5	-7
S=C(N/N=C1\CCc2ccccc21)NC1CCCCC1	-1.3	0.1	-11	-7	0.0	92	2	6	-6	7
COc1ccc(C(C(=O)Nc2ccc3c(c2)OCCO3)n2c(=O)c(-c3ccco3)nc3ccccc32)cc1 (stereo not drawn)	.	-0.2	.	.	.	.	.	1	78*	0
CCOC(=O)/C=C/c1ccc2oc3ccccc3c(=O)c2c1	0.3	0.3	-2	-4	-1.3	94	-4	31	-3	0
O=Cc1cc(N=Nc2cccc(C(=O)O)c2)ccc1O	1.3	0.0	-2	6	-2.0	106	-2	52	5	-5
Cc1ccc(NN2C(=O)C=C(c3ccccc3)C2=O)cc1	0.1	-0.7	5	-6	1.6	96	-16	67*	92*	-5
Cc1nc(N2CCCCC2)c2c(-c3cccs3)csc2n1	-0.2	-0.3	0	-5	-1.1	91	3	12	-12	-3
NCCCC[C@H]1CNC(=O)C(=O)N1CCc1cc(C(F)(F)F)cc(C(F)(F)F)c1	-0.4	0.2	2	5	-0.3	100	4	3	4	1
CC(=O)Nc1ccc2ccc3cccc4ccc1c2c34	-0.4	-0.5	1	-5	-0.9	109	-6	-2	0	-3
O=C(CCSc1nc(-c2ccco2)cc(C(F)(F)F)n1)NCc1ccccn1	0.2	0.8	-1	7	1.2	98	8	2	10	3
CCOc1ccc(NC(=O)NCc2cccn2C)cc1	-1.0	-0.1	0	-1	0.2	97	3	-21	-5	-8
COc1ccc(NC(=O)N2CCN(CCC#N)CC2)cc1	-0.3	-0.1	-1	-1	0.7	97	4	0	3	-1
COc1ccc(N(CC(=O)N/N=C/c2ccc(N(C)C)cc2)S(=O)(=O)c2ccccc2)cc1	0.1	-0.1	-2	-8	-0.4	99	19	8	-1	-5
CN(c1ccc(OCC(=O)OCC(=O)NC2CCCC2)cc1)S(=O)(=O)c1ccc2ccccc2c1	-0.9	-0.2	2	-1	-2.7	98	-14	-4	-7	3
O=C(O)CNC(=O)C12CC3CC(CC(Cl)(C3)C1)C2	-1.2	0.1	0	3	-1.5	101	6	-1	0	-1
Clc1ccccc1OCCn1ccnc1	15	0.1	1	6	-2.6	92	-5	-3	4	-5
Nc1ccc(S(=O)(=O)c2cccc(N)c2)cc1	2.6	-0.3	-2	4	-2.7	103	23	1	5	-3
CC(=O)c1ccc(N(CC(=O)NC2CCCC2)C(=O)CCC(=O)Nc2cc(C)on2)cc1	-0.2	-0.1	2	4	-1.4	101	3	-4	1	-4
CN(C)c1ccc(/C=C(/NC(=O)c2ccccc2Cl)C(=O)NCCN2CCOCC2)cc1	-0.3	-0.3	1	2	-1.0	98	-3	-20	9	1
Cn1cccc1C(=O)OCC(=O)NCCCc1ccccc1	0.1	0.1	0	2	-2.3	96	4	-1	9	-6
CCOC(=O)CSc1nnc(NC(=O)c2ccco2)s1	-0.7	-0.1	1	-1	-0.3	103	0	-4	5	5
COc1ccc(C(=O)C[n+]2cccc(C)c2C)cc1[N+](=O)[O-]	0.3	-0.3	2	-5	-1.6	103	14	9	-3	1
CC(OC(=O)/C=C/c1ccco1)C(=O)NC1CCCCC1 (stereo not drawn)	8.8	0.1	1	-3	1.3	99	-6	0	3	0
O=C(CSc1nnc(CNC(=O)c2cccs2)o1)c1ccc(Cl)cc1	0.9	1.3	-2	-24	0.2	85	17	0	-3	-2
Cc1cc(=O)oc(C)c1C(=O)NCC1COc2ccccc2O1 (stereo not drawn)	1.8	-0.3	0	0	2.3	100	16	10	-8	-1
O=C(OCc1ccccc1)C1=NNC2C(=O)N(c3ccc(Br)cc3)C(=O)C12 (stereo not drawn)	-0.7	-0.1	1	5	2.7	106	12	-5	-7	-1
O=C(CNC(=O)c1cccs1)OCC(=O)c1ccc(Br)cc1	-2.7	-0.1	3	2	3.9	114	8	0	3	-3
O=C(Nc1ccccn1)c1ccc(C(=O)Nc2ccccn2)cc1	1.2	0.0	-1	3	1.5	95	24	-4	-5	0

Of the compounds above, five contain fluorine.
SMILES	iPSC survival up	aDG glyco act	Glyco luc inh	Cardio protect	MC4R ag barr	ABCB6 inh MLPCN	MC4R antag cAMP	Exocytosis inh	ABHD5 PLIN5 PPI	m5-HT2A agonist
Cc1cc(C(C)(C)C)oc1C(=O)N(CC(=O)NC1CCCC1)c1ccc(F)cc1	-0.8	0.7	-4	-1	2.5	98	8	1	-1	-6
O=C(CSc1nnc(CNc2ccc(F)cc2)n1CC1CCCO1)Nc1ccccc1 (stereo not drawn)	-1.0	1.0	0	-4	-2.7	97	7	1	-4	-4
C[C@H](CO)N1C[C@H](C)[C@@H](CN(C)S(=O)(=O)c2ccc(F)cc2)Oc2c(NC(=O)Nc3ccc(C(F)(F)F)cc3)cccc2C1=O	2.2	0.7	-2	1	0.8	95	17	-1	9	1
NCCCC[C@H]1CNC(=O)C(=O)N1CCc1cc(C(F)(F)F)cc(C(F)(F)F)c1	-0.4	0.2	2	5	-0.3	100	4	3	4	1
O=C(CCSc1nc(-c2ccco2)cc(C(F)(F)F)n1)NCc1ccccn1	0.2	0.8	-1	7	1.2	98	8	2	10	3

Some values from the list.
For m5-HT2A agonist, CC(=O)c1ccc(N(CC(=O)NC2CCCC2)C(=O)CCC(=O)Nc2cc(C)on2)cc1 is listed with -4
For MC4R antag cAMP, Cn1cccc1C(=O)OCC(=O)NCCCc1ccccc1 is listed with 4
